NR2E3 ag – NR2E3 (human) agonism; Q9Y5X4; AID 2300; actives 0.12% (n = 320,000); GST-NR2E3/biotin-RetCOR TR-FRET, 1536-well; inhibition of corepressor binding, % at 4.78 µM;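 active means percent inhibition above the cutoff of mean plus 3 SD of all tested compounds, set per screening campaign, cut at about 20% in these data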;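 further: 0% = DMSO wells and 100% = biotin wells as full block of FRET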
Target sequence (Q9Y5X4 whole entry, looked up): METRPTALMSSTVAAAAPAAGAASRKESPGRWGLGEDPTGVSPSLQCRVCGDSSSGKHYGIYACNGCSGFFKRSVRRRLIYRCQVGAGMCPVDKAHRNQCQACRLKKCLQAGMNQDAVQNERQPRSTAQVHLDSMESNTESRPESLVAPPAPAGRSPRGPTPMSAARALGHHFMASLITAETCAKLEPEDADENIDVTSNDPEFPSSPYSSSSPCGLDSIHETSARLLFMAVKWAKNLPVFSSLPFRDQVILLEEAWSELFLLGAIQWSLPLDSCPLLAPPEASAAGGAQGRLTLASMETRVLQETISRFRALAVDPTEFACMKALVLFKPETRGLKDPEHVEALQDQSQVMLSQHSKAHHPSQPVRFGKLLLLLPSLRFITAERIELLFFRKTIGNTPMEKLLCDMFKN
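Material – GST-tagged NR2E3 plus biotinylated RetCOR corepressor · Quantity – NR2E3 fusion 1.35 nM · Times – 5 h incubation at 4 °C · Medium – pH 7.5 Tris-based buffer · Technique – TR-FRET, Eu(K)-anti-GST donor, streptavidin-D2 acceptor, ex 340, em 617/671 nm · Benchmarks – high control biotin, low control 0.6% DMSO · Format – 1536-well plates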
An asterisk follows results filed as active.

canonical_smiles,NR2E3 ag
CCOC(=O)c1sc(/N=C/c2c(C)[nH]n(-c3ccccc3)c2=O)c(C#N)c1C,1.5
CN1C(=O)/C(=C/c2cn(CC(=O)NCc3ccco3)c3ccccc23)NC1=S,-0.3
Cc1ccc2oc(-c3cccc(NC(=O)Cn4cnc5c(=O)n(C)c(=O)n(C)c54)c3)nc2c1,-3.1
COc1c(N2CCNC(C)C2)c(F)cc2c(=O)c(C(=O)O)cn(C3CC3)c12 (stereo unspecified),0.5
Cc1c2cnn(CC(=O)N3CCN(c4ncccn4)CC3)c(=O)c2c(C)n1Cc1ccc(F)cc1,-3.7
N#Cc1nc(-c2ccc(OCc3ccccc3)cc2)oc1NCCN1CCOCC1,-0.1
Cc1ccc(-n2c(N)c(C(=O)Nc3c(C)n(C)n(-c4ccccc4)c3=O)c3nc4ccccc4nc32)cc1C,0.1
O=S(=O)(c1cccc2ccccc12)n1nnc2ccccc21,0.3
CCOC(=O)c1sc(Nc2cccc(C)c2C)nc1C,-1.6
CC(C)CC(=O)Nc1cccc(C(C)O)c1 (stereo unspecified),0.3
O=C1CCC(C(=O)O)(c2ccccc2)C1 (stereo unspecified),-4.0
COc1cc(C#N)c(NC(=S)N2CCOCC2)cc1OC,7.9
CCC(CC)C(=O)Nc1cc(Cl)ccc1C,3.4
CSc1nc(SCC(=O)NCC2CCCO2)c2c3c(sc2n1)CN(C)CC3 (stereo unspecified),3.2
O=S(=O)(Cc1ccccc1)N1CCc2ccccc21,-0.5

Compounds shown so far with fluorine, in the order listed:
canonical_smiles,NR2E3 ag
COc1c(N2CCNC(C)C2)c(F)cc2c(=O)c(C(=O)O)cn(C3CC3)c12 (stereo unspecified),0.5
Cc1c2cnn(CC(=O)N3CCN(c4ncccn4)CC3)c(=O)c2c(C)n1Cc1ccc(F)cc1,-3.7

The list goes on.
canonical_smiles,NR2E3 ag
Cc1cc(C2(c3cc(C)c(NC(=O)CN4CCOCC4)c(C)c3)CCCCC2)cc(C)c1NC(=O)CN1CCOCC1,1.1
O=C1CC(c2ccccc2Cl)Cc2c1cnn2-c1nc2ccccc2s1 (stereo unspecified),0.7
N#C/C(=C/c1ccc(Br)o1)C(N)=S,1.1
O=C(CCCn1c(=O)oc2ccccc21)NC1CCCCCC1,-2.7
Cc1cc(C)nc(-n2nc(C)cc2NC(=O)c2ccc(S(=O)(=O)N3CCOCC3)cc2)n1,-0.4
CCOC(=O)c1c(NC(=S)Nc2ccccc2)sc2c1CCN(CCc1ccccc1)C2,-1.3
Cc1cc2cc3c(=O)[nH]c(=O)[nH]c3nc2cc1C,1.6
CCOC(=O)c1c(NC(=O)CSc2nnc(C)c(=O)[nH]2)sc(C)c1C,1.9
Cc1nn2c(-c3cccc(NC(=O)CN4CCOCC4)c3)nnc2c2ccccc12,2.8
COC(=O)/C=C/C(=O)N1CCN(c2cccc(Cl)c2)CC1,-3.7
CC(C)c1cccc(C(C)C)c1NC(=O)c1ccc(OCC(=O)NCc2ccccc2)cc1,2.7
NC1=NC(c2ccccc2)N=C(Nc2ccccc2)N1 (stereo unspecified),2.0
O=C(O)c1ccc2c(c1Sc1ccccc1)C(=O)c1ccccc1C2=O,-1.5
CC(C)(C)c1ccc(/C([O-])=C(/C(=S)NCc2ccco2)[n+]2ccccc2)cc1,-1.0
O=C1c2ccccc2C(=O)N1CCCc1nc2ccccc2c(=O)n1-c1cccnc1,1.0
COc1ccc(C)c2sc(NNC(=O)COc3ccccc3)nc12,2.4
CC(C)c1ccc(C2C(C#N)=C(N)N3C(=C2C#N)Sc2ccccc23)cc1 (stereo unspecified),-3.5
Cc1ccc(NC(=O)CSc2nnc(-c3cccs3)o2)cc1S(=O)(=O)N(C)C,5.0
Cn1c(=O)c2c(-c3ccc(OC(F)F)cc3)cc(-c3ccccc3)nc2n(C)c1=O,-0.7
COc1ccc(C(=O)Nc2ccc(N3CCN(C(C)=O)CC3)cc2)cc1[N+](=O)[O-],-4.2
Cc1ccc(CN2C(=O)/C(=C\c3ccc(C(=O)NCc4cccnc4)cc3)Oc3ccccc32)cc1,1.4
O=[N+]([O-])c1cccc(-c2nc(Oc3ccc(Cl)cc3)c3ccccc3n2)c1,-1.5
Oc1ccc(O)cc1,1.9
CC(C)(C)OC(=O)NCCCCC1=CC2=CC(=O)C(C)(OC(=O)c3cnc4ccccc4n3)C(=O)C2=CO1 (stereo unspecified),6.2
C/C=C/C=C/[C@H]1Cc2cc(O)cc(O)c2O1,-0.4
CC1=NOC(=O)/C1=C/c1ccc(N(C)C)cc1,4.8
CC(C)Cn1c(N)c(C(=O)COC(=O)c2cc(C(F)(F)F)nc3c(C(F)(F)F)cccc23)c(=O)n(C)c1=O,9.3
COc1cc(CN2CCN(c3ccc(C)cc3)CC2)cc([N+](=O)[O-])c1O,-5.5
CN=c1scc(-c2ccccc2Br)n1/N=C/c1ccc[nH]1,-0.1
COc1cc2cc(CN(Cc3cccs3)C(=S)Nc3cccc(C)c3)c(=O)[nH]c2cc1OC,3.6
CCCc1nc(SCC(=O)N2CCCCCC2)c2c(=O)n(C)c(=O)n(C)c2n1,1.9
O=C(Cc1cccc2ccccc12)N/N=C/c1ccc(Sc2cccc3cccnc23)o1,2.8
Brc1ccccc1OCCCCCN1CCCC1,-4.5
O=C(Nc1nc2ccccc2n1CCN1CCCCC1)c1ccc(Cl)cc1,2.1
O=C(OCC1O[C@@H](OC(=O)c2cc(O)c(O)c(O)c2)[C@@H](OC(=O)c2cc(O)c(O)c(O)c2)[C@@H](OC(=O)c2cc(O)c(O)c(O)c2)[C@@H]1OC(=O)c1cc(O)c(O)c(O)c1)c1cc(O)c(O)c(O)c1 (stereo partly specified),11.9
CCCN(CCC)c1nc(C)cc(C(C#N)c2nc3ccccc3o2)n1 (stereo unspecified),0.2
Cc1nn(C)c(C)c1S(=O)(=O)N(CC(=O)NCc1ccco1)c1ccc(C(C)C)cc1,1.3
COc1cc(/C=C2\C(=O)NN(c3ccccc3)C2=O)ccc1OCC(N)=O,-1.7
CCOC(=O)C1=C(C)N(CCCC(=O)O)C(=O)NC1c1ccc(Br)cc1 (stereo unspecified),2.8
CCOC(=O)c1ccc(NC(=O)Nc2cc(C)cc(C)n2)cc1,4.6
CCn1cc(C(=O)NCc2cccs2)c(=O)c2cc(S(=O)(=O)N3CCOCC3)ccc21,1.8
CCOC(=O)C1=C(C)N(CCCC(=O)O)C(=O)NC1c1cc2ccccc2c2ccccc12 (stereo unspecified),1.4
CCC1=NNc2cccc3c(OC)ccc1c23,13.6
Cc1ccc(/C=N/N(C)C2=NS(=O)(=O)c3ccccc32)o1,0.8
CC(=O)OC[C@H]1O[C@H](C/C=N/O[C@@H](C)c2cn([C@H](CO)Cc3ccccc3)nn2)C=C[C@@H]1OC(C)=O,4.9
O=C(c1ccc(Cl)cc1[N+](=O)[O-])N(Cc1ccccc1)Cc1ccccc1,1.4
CC1=NN(c2nc(-c3ccc(C#N)cc3)cs2)C(=O)C1,-1.2
O=C(CN1CCC(N2CCCCC2)CC1)N1CCOCC1,0.1
Cc1nccn1CC(=O)O,0.1
CC(=O)Cc1nsc(NC(=O)c2ccc(-c3ccc(Cl)c(C(F)(F)F)c3)o2)n1,-1.4
CC(C)(C)OC(=O)N1CCC2(CC1)Oc1ccc(F)cc1C(=O)C21CC(c2ccc(Cl)cc2)=NO1 (stereo unspecified),1.5
CCOC(=O)c1c(C)[nH]c(C(=O)OCC(=O)c2c(N)n(C)c(=O)n(C)c2=O)c1C,-1.1
O=c1[nH]c(/C=C/c2ccc3c(c2)OCO3)c([N+](=O)[O-])c(=O)[nH]1,5.4
COCc1cc(=O)[nH]c(Nc2nc(C)c3cc(OC)ccc3n2)n1,-3.4
CCC(Sc1nc(N)cc(=O)[nH]1)C(=O)NC(C(=O)OC)c1ccccc1 (stereo unspecified),4.0
Cc1ccc(CN2CCN(CC(=O)N3CCc4ccccc4C3)C2=O)cc1,0.5
Cc1ncc(CO)c(/C=N/NC(=O)c2ccc(Br)cc2)c1O,-1.2
Cc1sc2nc(C(C)Sc3n[nH]c(N)n3)[nH]c(=O)c2c1C (stereo unspecified),3.4
CNC(=S)N(CCc1c(C)[nH]c2ccc(Cl)cc12)Cc1cccs1,-2.4
COc1cccc(C2C3=C(CCCC3=O)NC3=C2C(=O)c2ccccc23)c1 (stereo unspecified),1.1

Looked up above:
Value of O=C(c1ccc(Cl)cc1[N+](=O)[O-])N(Cc1ccccc1)Cc1ccccc1 under NR2E3 ag: 1.4
Value of O=c1[nH]c(/C=C/c2ccc3c(c2)OCO3)c([N+](=O)[O-])c(=O)[nH]1 under NR2E3 ag: 5.4
Value of COCc1cc(=O)[nH]c(Nc2nc(C)c3cc(OC)ccc3n2)n1 under NR2E3 ag: -3.4
Value of CCOC(=O)c1c(C)[nH]c(C(=O)OCC(=O)c2c(N)n(C)c(=O)n(C)c2=O)c1C under NR2E3 ag: -1.1
Value of CC1=NN(c2nc(-c3ccc(C#N)cc3)cs2)C(=O)C1 under NR2E3 ag: -1.2

A different layout for two compounds above:
NR2E3 ag | Molecule
1.9 | CCOC(=O)c1c(NC(=O)CSc2nnc(C)c(=O)[nH]2)sc(C)c1C
-3.4 | COCc1cc(=O)[nH]c(Nc2nc(C)c3cc(OC)ccc3n2)n1

Remaining list, next part.
canonical_smiles,NR2E3 ag
c1coc(C2Nc3cccc4cccc(c34)N2)c1,-2.7
COCCNS(=O)(=O)c1ccc2c(c1)oc(=O)c1cc(S(=O)(=O)NCCOC)ccc12,0.4
CC(NC(=O)CCN1N=C(c2ccccc2)CCC1=O)c1ccc2c(c1)OCCO2 (stereo unspecified),-1.1
CCCOc1ccc(C(=O)CCC(=O)OCC(=O)Nc2ccc(Oc3ccccc3)cc2)cc1,0.1
CC1(C)Cc2c(c(N3CCCC3)[nH]c(=S)c2C#N)CO1,7.1
C=CCn1c(=O)/c(=C2/Sc3ccccc3N2CC)s/c1=C1/C(=O)NN=C1C,1.3
Cc1ccc(S(=O)(=O)N2CCN(CC(=O)N/N=C/c3ccccc3OCC(=O)O)CC2)cc1,-0.3
COc1cc(CCN2C(=O)N[C@@H](c3cccc(C(F)(F)F)c3)C(C(C)=O)=C2C)cc(OC)c1OC,-3.5
CCN1CCN(c2nc(-c3ccncc3)nc3ccccc23)CC1,-0.1
CCn1c(-c2cc(-c3ccc(C)c(C)c3)nc3ccccc23)n[nH]c1=S,5.6
CCOc1cc(/C=N/NC(N)=O)ccc1OC(=O)c1ccc(C)cc1,3.0
COC(=O)C1CC(O)CN1C(=O)NC1CCCCC1 (stereo unspecified),-5.1
O=C1CC(NCCC2=CCCCC2)C(=O)N1c1cccc(Cl)c1Cl (stereo unspecified),3.7
COc1ccc(NC(=O)c2ccc(=O)[nH]c2)cc1S(=O)(=O)N1CCCCC1,2.7
Cc1cc(=O)oc2cc(NC(=O)c3cc4ccccc4o3)ccc12,-2.3

Going on with the list:
structure | NR2E3 ag
O=C(c1cccc([N+](=O)[O-])c1)c1ccc2c(c1)C(=O)N(c1c[nH]c(=O)[nH]c1=O)C2=O | 6.2
Cc1cc(=O)n2[nH]c(-c3cccnc3)nc2n1 | -0.1
C#CCOCCOCCOCCNc1nc(N2CCN(C(=O)[C@H](Cc3cc4ccccc4[nH]3)n3cc([C@@H](N)C(C)CC)nn3)CC2)nc(N2CCN(C(=O)[C@H](Cc3cc4ccccc4[nH]3)n3cc([C@@H](N)CC(C)C)nn3)CC2)n1 (stereo partly specified) | -1.7
Cc1[nH]n(-c2ccccc2)c(=O)c1C=NCc1ccco1 | 2.5
CCOC(=O)N1CCC(N2C(=O)c3ccccc3C2Nc2ccc(S(=O)(=O)N3CCCCC3)cc2)CC1 (stereo unspecified) | 2.6
COc1cc(/C=N/NC(=O)c2ccc3nc[nH]c3c2)cc(OC)c1OC | -3.1
CCn1cnc2cc(NCc3ccc(Br)cc3)ccc21 | 1.3
C1CNCCNCCCNCCNC1 | 2.1
Cc1c(Br)c([N+](=O)[O-])nn1CC(=O)Nc1ccc(CC#N)cc1 | -2.5
O=C(Cn1nnc(-c2ccc(N3CCOCC3)cc2)n1)N1CCOCC1 | -1.8
COc1ccc(-c2nn(-c3ccccc3)cc2/C=N/Nc2ccccn2)cc1 | -0.1
CC(=O)Nc1cccc(C2=CC(c3ccco3)n3ncnc3N2)c1 (stereo unspecified) | 0.1
Cc1cccc2c1[nH]c1nc(N/N=C\c3ccco3)nnc12 | 0.9
CC1=CC(=O)c2c(O)ccc(O)c2C1=O | 2.0
OC(COc1ccc(-c2ccccc2)cc1)CN1CCOCC1 (stereo unspecified) | -4.0
CCCc1cc(=O)oc2c3c(c(Cl)cc12)OCN(CCCO)C3 | 5.7
O=C(NCc1ccccc1)C1=C[C@@H](c2csc3ccccc23)C[C@@H](OCCCCO)O1 | 1.1
COc1cc(/C=C2\SC(=Nc3ccc(F)cc3)N(c3ccc(F)cc3)C2=O)ccc1OCC(=O)O | 8.0
Cc1cc(=S)c2cccc(C)c2[nH]1 | 11.7
Oc1c(Br)cc(/C=N/n2c(-c3ccccc3)n[nH]c2=S)c(Br)c1O | 2.4
Cc1cccc(NC(=O)CSc2nc3ccc(NC(=O)CSc4nnnn4-c4ccccc4)cc3s2)c1C | 2.4
CCOC(=O)C1=C(C)N=c2s/c(=C/c3cccc(OCC(=O)O)c3)c(=O)n2C1c1ccc(F)cc1 (stereo unspecified) | 1.4
CC(=O)O[C@H]1CC[C@]2(C)[C@H]3CC=C4[C@@H]5[C@@H](C)[C@H](C)CC[C@]5(C(=O)O)CC[C@@]4(C)[C@]3(C)CC[C@H]2C1(C)C | -2.9
Cc1ccnc(NC(=O)CSc2nnc3c(n2)[nH]c2ccccc23)c1 | 1.3
Cc1sc2c(c1C)C(=O)NC(c1cccc(O)c1)N2 (stereo unspecified) | -1.5
O=S1(=O)c2ccccc2N=NN1Cc1ccc(Cl)c(Cl)c1 | 3.0
Cc1ccc(Nc2ccc(C(=O)O)cc2N)cc1 | -5.1
COc1ccc2c(c1)[C@H]1[C@H](CO2)[C@H](c2ccccc2)[C@]2(C)C(=O)N[C@@H](C)C(=O)N12 | -1.4
Cn1c(-c2nnn(-c3ccc(F)cc3)n2)cc2ccccc21 | 6.0
COc1cc2c(cc1NC(=O)COC(=O)c1ccccc1)oc1ccccc12 | -3.1

Compound activity: PubChem, The Scripps Research Institute Molecular Screening Center

An excerpt; rates above refer to the full screens.
